MsrA act: bovine MsrA enzyme activators, primary screen, biochemical, absorbance, HTS; Methionine sulfoxide reductase A (Bos taurus); purified bovine MsrA, absorbance read-out; activation, % at 10.6 µM; 0.3% of 360,000 active; AID 602163, 2012; in the data active = activation above about 7.5%;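 note: 0% = vehicle and 100% = reference activator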
FAS-TE inh: FAS thioesterase domain inhibitors, primary screen, biochemical, fluorescence intensity, uHTS; Fatty acid synthase (Homo sapiens), P49327; recombinant FAS-TE, OMFH fluorogenic substrate, fluorescence endpoint; inhibition, % at 15 µM; 0.67% of 360,000 active;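 active = compounds whose normalised, plate-corrected inhibition of enzyme fluorescence in the single-dose primary screen is 50% or more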;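 note: 0% = DMSO with enzyme and 100% = substrate without enzyme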
MLLE-PAM2 inh: inhibitors of PABP1 MLLE–PAM2 peptide binding, primary screen, biochemical, fluorescence polarization, FITC-PAM2, GST-MLLE; Polyadenylate-binding protein 1 (Homo sapiens), P11940; inhibition, % at 20 µM; 0.36% of 360,000 active; in the data active = inhibition above about 35%, passing the limit was not always enough;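 note: plate controls were DMSO wells with GST-MLLE for no effect and wells lacking GST-MLLE protein for full effect; some results filed as inactive read as strong as hits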
Rin1 Abl inh: inhibitors of Rin1-Abl protein binding, primary screen, biochemical, TR-FRET. inhibition, % at 7.35 µM. 0.4% of 360,000 active. AID 588664, 2011; in the data active = inhibition above about 5%, passing the limit was not always enough
E coli Lon inh: inhibitors of E. coli Lon protease, primary screen, biochemical, fluorescence polarization; AID 602123, 2011; P0A9M0; inhibition, % at 7.94 µM; purified E. coli Lon protease; 0.42% of 360,000 active; in the data active = inhibition above about 13%, passing the limit was not always enough;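 note: 0% = enzyme with probe and DMSO and 100% = no enzyme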
Target sequence (P0A9M0 whole entry, looked up): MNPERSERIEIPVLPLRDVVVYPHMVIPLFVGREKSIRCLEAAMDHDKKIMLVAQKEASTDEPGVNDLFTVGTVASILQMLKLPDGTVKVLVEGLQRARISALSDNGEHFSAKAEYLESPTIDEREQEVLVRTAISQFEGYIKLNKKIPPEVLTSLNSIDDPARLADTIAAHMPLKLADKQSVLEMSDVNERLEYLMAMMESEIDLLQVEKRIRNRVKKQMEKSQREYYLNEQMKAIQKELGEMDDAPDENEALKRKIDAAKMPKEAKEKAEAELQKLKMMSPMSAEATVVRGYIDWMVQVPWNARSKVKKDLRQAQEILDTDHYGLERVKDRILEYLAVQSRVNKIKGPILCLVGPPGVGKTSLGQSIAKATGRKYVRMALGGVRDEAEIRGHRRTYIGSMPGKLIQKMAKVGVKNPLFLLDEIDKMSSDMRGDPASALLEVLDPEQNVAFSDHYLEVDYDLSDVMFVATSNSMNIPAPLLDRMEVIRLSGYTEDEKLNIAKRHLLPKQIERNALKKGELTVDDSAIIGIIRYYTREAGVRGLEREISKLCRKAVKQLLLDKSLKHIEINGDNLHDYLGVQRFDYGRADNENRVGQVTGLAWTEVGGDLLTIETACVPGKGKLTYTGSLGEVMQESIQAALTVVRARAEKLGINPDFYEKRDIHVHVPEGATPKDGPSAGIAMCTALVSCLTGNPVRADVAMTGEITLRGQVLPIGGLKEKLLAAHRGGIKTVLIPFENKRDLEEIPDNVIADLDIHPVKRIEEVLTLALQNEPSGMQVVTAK
MT1-MMP act inh: blockers of MT1-MMP proenzyme processing, primary screen, HT1080 RFP-PRO-GFP cells, GFP/RFP fluorescence | Matrix metalloproteinase-14 (Homo sapiens), P50281 | GFP/RFP ratio fluorescence, overnight; percent of plate control window, DMSO zero | GFP/RFP ratio change, % at 20 µM | 0.061% of 360,000 active;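 active = GFP/RFP ratio change of at least 30% with cell ATP level not reduced by more than half and red fluorescence within 50% of control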; note: strong numbers were not always called active
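Assay system: HT1080 cells carrying an RFP-PRO-GFP reporter | Dosing: Single dose of 20 µM compound, 1% DMSO final | Incubation: Cells overnight before dosing, compound overnight, 37 °C, 5% CO2 | Evaluation: GFP/RFP fluorescence ratio | Control set: DMSO and RFP-L50D-GFP cell wells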
Rpn11 block: Rpn11 (PSMD14) deubiquitinase inhibitors, primary screen, biochemical, fluorescence polarization, uHTS | human 26S proteasome, Ub4-pepOG fluorescence polarization; 20S core pre-blocked with epoxomicin | calls only at 20 µM | 0.59% of 360,000 active | 26S proteasome non-ATPase regulatory subunit 14 (Homo sapiens), O00487;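 active = inhibition at 20 µM, scaled to each plate's controls, above about 33%, limit read from the data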
CSN deneddyl inh: inhibitors of CSN-mediated cullin deneddylation, primary screen, biochemical, fluorescence polarization, uHTS | Purified CSN, SCF-Nedd8-OG deneddylation | inhibition, % at 12.5 µM | 0.38% of 360,000 active | AID 651999, 2013;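 active = pattern-corrected inhibition above about 35%, with an unprinted fluorescence ratio check between 0.5 and 1.5, limit read from the data, passing the limit was not always enough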;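 note: 0% = enzyme with substrate and 100% = substrate without enzyme; some results filed as inactive read as strong as hits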
Target sequence (Q92905 whole entry, looked up, one chain of several): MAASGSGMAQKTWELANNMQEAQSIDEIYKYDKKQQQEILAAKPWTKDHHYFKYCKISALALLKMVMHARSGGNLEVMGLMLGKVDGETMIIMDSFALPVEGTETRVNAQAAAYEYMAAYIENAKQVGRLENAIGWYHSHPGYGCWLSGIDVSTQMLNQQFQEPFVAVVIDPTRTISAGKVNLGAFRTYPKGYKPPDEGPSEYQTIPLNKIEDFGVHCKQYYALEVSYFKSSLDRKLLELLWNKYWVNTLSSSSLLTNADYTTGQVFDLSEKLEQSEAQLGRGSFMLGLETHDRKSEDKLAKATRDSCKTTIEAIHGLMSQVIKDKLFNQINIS
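Test system: purified human Csn5 enzyme expressed in HEK293T cells. Amount: 0.24 nM enzyme. Reagent: SCFSkp2-Nedd8OG substrate at 10 nM final. Schedule: 90 min incubation of compound, enzyme and substrate at room temperature. Detection: fluorescence polarization. Read-out: % inhibition of substrate cleavage by Csn5.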
MsrA inh: bovine MsrA enzyme inhibitors, primary screen, biochemical, absorbance, HTS; Methionine sulfoxide reductase A (Bos taurus); AID 651718, 2012; purified bovine MsrA, absorbance read-out; 0.75% of 360,000 active; inhibition, % at 15.5 µM; in the data active = inhibition above about 4.5%;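 note: 0% = vehicle wells with enzyme and 100% = reference inhibitor wells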
* = called active by the depositor; i = inactive; nt = not tested or not shown. Outcome played no part in choosing rows; any-hit rate near 3.7%.

The opening 2 records (preview)
SMILES	MsrA act	FAS-TE inh	MLLE-PAM2 inh	Rin1 Abl inh	E coli Lon inh	MT1-MMP act inh	Rpn11 block	CSN deneddyl inh	MsrA inh
CCN(Cc1ccc(Br)s1)C(=O)CSc1nnc(C2CC2)n1C1CC1	-9	-11	6	3	-3	-4	i	-4	0.4
Cn1c(=O)c2c(ncn2CCNC2=NCCCCC2)n(C)c1=O	-6	-4	0	-2	3	1	i	-3	-0.2

The listing (from the top)
SMILES	MsrA act	FAS-TE inh	MLLE-PAM2 inh	Rin1 Abl inh	E coli Lon inh	MT1-MMP act inh	Rpn11 block	CSN deneddyl inh	MsrA inh
CCN(Cc1ccc(Br)s1)C(=O)CSc1nnc(C2CC2)n1C1CC1	-9	-11	6	3	-3	-4	i	-4	0.4
Cn1c(=O)c2c(ncn2CCNC2=NCCCCC2)n(C)c1=O	-6	-4	0	-2	3	1	i	-3	-0.2
Oc1ccc(Br)cc1/C=N/NC(=S)NCCc1ccccc1	-2	29	23	0	9	3	i	2	0.3
CC(=O)c1ccccc1NC(=O)COC(=O)/C(=C/c1ccccc1)n1nnnc1C	-4	7	13	4	-7	-6	i	-2	1.6
CC(C)CN(CCCNC(=O)CN1N=C(c2ccc(Cl)cc2)CCC1=O)CC(C)C	2	-6	0	0	4	-3	i	-2	-0.1
COC(=O)c1sccc1NC(=O)c1ccc(C)s1	-3	1	-15	4	-8	1	i	3	1.6
Cc1cc(/C=C(\C#N)C(=O)NC2CC2)c(C)[nH]1	-5	-5	2	-2	-4	3	i	0	2.3
Fc1ccc(Oc2cc(N3CCOCC3)nc(-c3ccccc3)n2)c(F)c1	-10	16	1	2	3	-3	i	-2	-0.5
CN(C)c1ccc(C(=O)Nc2nnc(-c3ccc(Cl)cc3)o2)cc1	-1	1	2	-1	-8	10	i	17	0.8
Cc1ccc(S(=O)(=O)Cn2nnnc2C(c2ccccc2)N2CCN(c3ncccn3)CC2)cc1 (centres undefined)	-2	25	-3	-1	-2	-5	i	-1	-0.6
O=C(Nc1cccc(C(=O)O)c1)/C(=C\c1ccc(F)cc1)NC(=O)c1ccco1	-3	-6	1	-1	5	1	i	0	1.4
CN(CCc1cn[nH]c1)Cc1nc(Cc2ccccc2F)no1	-4	-5	-10	1	-4	5	i	2	-0.7
COc1ccccc1-c1cnc(C(O)c2cc(Cl)cc(Cl)c2)[nH]1 (centres undefined)	1	6	0	2	-4	11	i	8	0.0
Nc1c(S(=O)(=O)c2cccs2)c2nc3ccccc3nc2n1Cc1ccccc1	-8	12	-2	-3	-1	-8	i	4	1.6
CCN(CC)C(=O)Cn1cc(C(=O)C(=O)NCc2ccccn2)c2ccccc21	-1	-7	-3	-1	12	0	i	-4	0.3
CC1CCN(c2ccc3nnc(CCC(=O)NCC(C)c4ccccc4)n3n2)CC1 (centres undefined)	-3	19	-5	-3	7	0	i	-5	-0.8
Cc1ccccc1NS(=O)(=O)c1ccc(C(=O)N2CC(C)OC(C)C2)cc1 (centres undefined)	-8	-3	0	-3	4	0	i	1	0.5
O=S(=O)(NCCc1cn2ccccc2n1)c1ccc2c(c1)CCCC2	-4	-3	2	0	4	10	i	6	0.5
COc1ccc(OC)c(CCNC(=O)C2CCN(c3nnc(-n4cccc4)s3)CC2)c1	-4	-7	5	5	-26	3	i	2	-1.3
CCOC(=O)[C@]12CCCC=C1N(Cc1ccc(Cl)cc1Cl)C(=O)[C@H](CC(=O)N1CCSCC1)C2	-4	-1	nt	nt	-12	-1	nt	-4	0.5

Limited to FAS-TE inh, MT1-MMP act inh and MsrA inh (two entries from above):
| SMILES | FAS-TE inh | MT1-MMP act inh | MsrA inh |
| --- | --- | --- | --- |
| CCN(CC)C(=O)Cn1cc(C(=O)C(=O)NCc2ccccn2)c2ccccc21 | -7 | 0 | 0.3 |
| Nc1c(S(=O)(=O)c2cccs2)c2nc3ccccc3nc2n1Cc1ccccc1 | 12 | -8 | 1.6 |

Remaining list, next part.
SMILES	MsrA act	FAS-TE inh	MLLE-PAM2 inh	Rin1 Abl inh	E coli Lon inh	MT1-MMP act inh	Rpn11 block	CSN deneddyl inh	MsrA inh
Cc1nc(N)c(C#N)c(-c2cccnc2)c1-c1ccccc1	-1	0	3	3	-4	-9	i	14	-0.7
O=C(Nc1ccc2c(c1)oc1ccccc12)c1ccncc1	-16	-5	-3	-2	7	9	i	2	1.3
COC(C[C@H]1O[C@@H]1[C@@H](O)[C@H](C)OCc1ccccc1)OC	-4	-9	1	1	1	2	i	-2	0.0
Cc1ccc(-c2nc(CSCC(=O)N3CCCC3)c(C)o2)cc1	-3	-6	14	0	6	2	i	-4	-0.4
Cc1c(C(=O)OCC(=O)NC2CC2)oc2ccc(Br)cc12	-3	-4	9	0	-4	9	i	-5	-0.5
CCC(c1nnnn1Cc1ccc(OC)cc1)N1CCN(C(=O)c2ccco2)CC1 (centres undefined)	-4	-3	1	-2	4	-7	i	-5	-0.9
COC(=O)[C@@H]1C[C@@]2(O)[C@@H](O)[C@@H](O)[C@@H](O)C[C@H]2N1Cc1ccc(C(F)(F)F)cc1	2	-9	1	2	0	2	i	-5	1.3
COc1cccc(OC)c1NC(=O)C1CCCN1C(=O)NCc1ccccc1 (centres undefined)	-3	-8	-1	0	5	-1	i	3	1.0
NC(=O)c1ccsc1NC(=O)COC(=O)c1ccc(Cl)c(N)c1	-11	8	-2	0	-15	1	i	9	-0.2
O=C(O)c1ccc(-c2nnn(Cc3ccccc3F)n2)cc1	0	-4	5	-1	-5	3	i	4	1.6
COc1ccc2c(c1)C(=O)N(c1ccc(C)cc1C)C(=O)C2	-2	-7	9	1	-4	-5	i	0	-0.4
CCC(NS(=O)(=O)c1ccc(C)cc1)C(=O)N1CCN(c2ccccn2)CC1 (centres undefined)	-2	-1	7	0	-2	7	i	-9	-1.0
CCOC(=O)c1c(C)nc2sc(C(N)=O)c(N)c2c1-c1ccc(OC)cc1	0	1	16	-2	1	-6	i	0	0.3
CN(C)S(=O)(=O)c1cccc2nsnc12	-1	-5	10	-1	-1	-3	i	2	1.2
O=C1Nc2ccc(F)cc2C12Nc1ccccc1-c1nnc(SCc3ccccc3F)nc1O2 (centres undefined)	0	12	11	-2	2	-12	i	6	0.4
CCOc1ccc(-c2ccc(/C=C3/C(=N)N4C=CSC4=NC3=O)o2)c([N+](=O)[O-])c1	-4	-8	-10	0	-5	-1	i	-1	0.4
Cc1cccc(NC(=O)c2cccnc2Oc2ccccc2)c1C(=O)O	-3	0	-4	4	0	-5	i	34	0.4
COc1ccccc1CNC(=O)CC(C)C	-1	-8	-6	2	5	1	i	4	0.6
CCCCc1ccc(NC(=O)CSc2nc(=O)n(CCN(C)C)c3c2CCC3)cc1	-1	-17	-8	0	-9	5	i	0	-0.3
COc1cccc(NC(=O)C2C3C=CC4(O3)C2C(=O)N(CCN2CCCCC2)C4C(=O)NC2CCCCC2C)c1 (centres undefined)	-7	1	-5	0	13	-2	i	-4	0.0

Single entries from the list:
For MT1-MMP act inh, `O=C(Nc1ccc2c(c1)oc1ccccc12)c1ccncc1` is entered as 9
For FAS-TE inh, `NC(=O)c1ccsc1NC(=O)COC(=O)c1ccc(Cl)c(N)c1` is entered as 8
For MsrA inh, `CN(C)S(=O)(=O)c1cccc2nsnc12` is entered as 1.2
For Rin1 Abl inh, `COC(=O)[C@@H]1C[C@@]2(O)[C@@H](O)[C@@H](O)[C@@H](O)C[C@H]2N1Cc1ccc(C(F)(F)F)cc1` is entered as 2

Full records as entered above:
Cc1c(C(=O)OCC(=O)NC2CC2)oc2ccc(Br)cc12 across the screens: MsrA act = -3; FAS-TE inh = -4; MLLE-PAM2 inh = 9; Rin1 Abl inh = 0; E coli Lon inh = -4; MT1-MMP act inh = 9; Rpn11 block = i; CSN deneddyl inh = -5; MsrA inh = -0.5
CCC(NS(=O)(=O)c1ccc(C)cc1)C(=O)N1CCN(c2ccccn2)CC1 (centres undefined) across the screens: MsrA act = -2; FAS-TE inh = -1; MLLE-PAM2 inh = 7; Rin1 Abl inh = 0; E coli Lon inh = -2; MT1-MMP act inh = 7; Rpn11 block = i; CSN deneddyl inh = -9; MsrA inh = -1.0

Further records:
SMILES	MsrA act	FAS-TE inh	MLLE-PAM2 inh	Rin1 Abl inh	E coli Lon inh	MT1-MMP act inh	Rpn11 block	CSN deneddyl inh	MsrA inh
CN1C(=O)c2ccc(C(=O)Nc3ccc(Br)cn3)cc2C1=O	-3	-3	4	3	-4	0	i	0	-1.1
O=C(O)Cc1ccc(NC(=O)Nc2ccc(Br)cc2)cc1	4	0	9	4	-6	4	i	-2	0.4
COc1ccc(C2C(C#N)=C(C)NC3=C2C(=O)CC(C)(C)C3)cc1 (centres undefined)	-2	26	-2	-1	10	-3	i	102*	-0.6
COc1ccc(C(=O)N2CCC(n3nccc3NC(=O)C3CC3)CC2)cc1F	-4	-2	-2	-1	6	0	i	4	-0.2
C#Cc1cccc(Nc2nc(NC(C)C)nc3ccsc23)c1	0	13	2	0	12	-7	i	-2	0.1
CC(C)CCNC(=O)CC1Nc2c3ccccc3nc(=S)n2C1=O (centres undefined)	2	-8	-30	0	4	1	i	0	0.9
CCCCSc1nc(NCc2ccco2)c2c3c(sc2n1)COC(C)(C)C3	-8	22	8	-3	-8	-1	i	12	-0.7
Cc1cc(C)cc(NC(=O)c2ccc(N3C(=O)C4CCCCC4C3=O)cc2)c1 (centres undefined)	0	12	2	1	-15	5	i	-2	1.1
CC(C)N1CCN(C(=O)c2ccc(NC(=O)c3ccc(Br)o3)cc2)CC1	4	-10	27	2	-18	1	i	-1	-0.8
CCCCN(C)CCOc1ccccc1OCC	0	-10	-1	3	2	-1	i	1	-0.6
Cc1ccc(-c2nc3cc(C)c(Br)c(C)n3c2Cc2cccc(Cl)c2)cc1	-5	-1	nt	nt	-6	-4	nt	0	nt
COC(=O)c1ccc2nc(-c3ccc(F)cc3)c(CC3CCCCC3)n2c1	-3	20	nt	nt	-10	-7	nt	6	0.1
Cn1c(=O)c2c(nc(CN3CCc4ccccc4C3)n2Cc2ccc(Cl)cc2)n(C)c1=O	-6	1	-7	6	-7	-1	i	-2	-0.1
Cc1ccc(S(=O)(=O)N2[C@@H](c3ccc(Cl)cc3)C(C(=O)O)=CC[C@H]2c2ccc3c(c2)OCO3)cc1	3	1	9	2	-3	-3	i	5	-0.2
CC1CCN(S(=O)(=O)c2ccc(C(=O)N3CCCC3C(=O)O)cc2)CC1 (centres undefined)	-5	-4	-9	5	-1	-1	i	-1	0.1
CCc1ccc(NC(=O)CSc2nnc(CNC(=O)c3ccc(OC)cc3)o2)cc1	-1	-5	2	4	-1	0	i	-5	-1.1
COC(=O)c1nn(-c2ccc(-c3ccccc3)cc2)cc1O	2	-4	2	-1	-4	0	i	0	0.2
Cc1ccc(C(C)C)c(OCC(=O)Nc2ccccc2N2CCN(C)CC2)c1	-4	8	10	2	-7	-13	i	0	-0.6

Bioassay records (PubChem BioAssay)
